From PubChem
INS-1E GSIS act: GLuc luminescence reporter in INS-1E cells, primary screen for activators of glucose-dependent secretion of insulin; INS-1E GLuc reporter insulin secretion, 2-3 h; activation, % at 16.6 µM; 0.61% of 370,000 active; AID 743287;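 active = lowest replicate activation of at least 40%, so every replicate reaches that level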;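 also: 0% = median of neutral control wells and 100% = median of IBMX positive control wells; some compounds called inactive have numbers as strong as hits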
RAD52 anneal inh: RAD52 (human) annealing inhibition; P43351; recombinant RAD52 DNA annealing, FRET fluorescence; inhibition, % at 18.7 µM; 0.46% of 360,000 active; AID 651710;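 active = every replicate showing at least 50% inhibition; inconclusive = mean inhibition at least 50% but not in every replicate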
Target sequence (P43351 whole entry, looked up): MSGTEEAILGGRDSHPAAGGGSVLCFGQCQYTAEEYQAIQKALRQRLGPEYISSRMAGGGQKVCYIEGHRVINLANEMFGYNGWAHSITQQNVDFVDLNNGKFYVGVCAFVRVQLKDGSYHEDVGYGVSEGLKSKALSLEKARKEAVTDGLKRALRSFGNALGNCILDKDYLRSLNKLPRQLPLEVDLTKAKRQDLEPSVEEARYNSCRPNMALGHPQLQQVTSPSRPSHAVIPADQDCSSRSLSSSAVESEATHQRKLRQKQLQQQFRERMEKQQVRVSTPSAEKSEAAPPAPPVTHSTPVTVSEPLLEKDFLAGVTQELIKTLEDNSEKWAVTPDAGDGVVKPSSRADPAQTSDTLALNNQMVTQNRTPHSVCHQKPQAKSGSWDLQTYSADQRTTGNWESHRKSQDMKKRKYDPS
Xi reactivation: reactivates the inactive X chromosome in mouse fibroblasts; activation, % at 7.58 µM; XiGFP mouse fibroblasts, % GFP-positive cells imaging, 3 d; cells co-treated with 5-aza-dC sensitizer; scaled so ellipticine positive control = 100%; 0.055% of 360,000 active; AID 743238;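 active = mean normalized replicate activation at least 10% and every replicate at or above 10%; inconclusive = only one of the two criteria met; inactive = mean below 10% and not all replicates reach 10%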;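 also: 0% = median of on-plate neutral control wells and 100% = ellipticine 6 µM median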
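material = 68-5-11 XiGFP fibroblast line | medium = DMEM plus 5-aza-dC sensitizer | schedule = 3 days compound exposure | benchmarks = positive control ellipticine, 6 µM final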
Casp6 inh: inhibitors of human caspase-6 | 0.53% of 350,000 active | purified caspase-6, Z-VEID-R110 cleavage fluorescence | inhibition, % at 12.5 µM;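 active = mean inhibition across replicates at least about 35%, with every replicate also reaching that limit, limit read from the data; inconclusive = only one of the two criteria met; inactive = neither criterion met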;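 also: 0% = median of neutral control wells and 100% = no fluorescence left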
CFTR F508del cor: correctors of CFTR F508del function in bronchial epithelial cells. CFBE cells, YFP halide quenching; stimulated with forskolin plus potentiator P3; % fluorescence drop versus neutral controls. activity (quench increase), % at 7.58 µM. 0.36% of 350,000 active. AID 720511;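 active = mean added fluorescence quench of at least 8% versus neutral control, with both replicates also reaching 8%; inconclusive = only one of the mean or replicate conditions met; inactive = mean below 8% and not both replicates reaching 8%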;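 also: cells transiently co-express mutant CFTR-F508del with the halide-sensitive YFP; corrector assay measuring rescue of mutant channel to the surface after 24 h compound exposure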
RAD54 branch: RAD54 (human) branch migration inhibition. Q92698. RAD54 Holliday junction branch migration, FAM/BHQ fluorescence. inhibition, % at 10.4 µM. 0.14% of 360,000 active. AID 602329;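 active = mean normalized replicate activity at least 40 and at least half of replicates scoring 40 or more; inconclusive = only one of the two criteria met; inactive = mean below 40 and under half of replicates reaching 40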;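 also: 0% = median of neutral control wells and 100% = median of positive control wells; inhibitors cause a drop in the FAM fluorescence signal; in these data hits start at about 50%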
DENV2 CPE: inhibitors of DENV2 cytopathic effect; DENV2-infected cells, cytopathic effect rescue, plate reader; CPE inhibition, % at 9.99 µM; 1.7% of 350,000 active; AID 651640; in the data active = CPE inhibition above about 20%, passing the limit was not always enough; inconclusive = no clear call, values can overlap the other calls; tested in BHK-21 cells;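 also: 0% = median of neutral control wells and 100% = median of positive control wells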
E-selectin induc: E-selectin induction on HUVECs. activation, % at 7.58 µM. 0.37% of 260,000 active. HUVEC E-selectin immunofluorescence imaging; normalized: neutral wells 0, TNF-alpha wells 100;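 active = mean E-selectin-positive cell signal at least 10% of the positive control, reached in at least 60% of replicates, without over 20% cell loss; inconclusive = no rule given, readout overlaps actives, possibly toxicity-flagged; inactive = the rest, including those meeting only one limit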;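 also: in these data hits start at about 27%; measured in HUVEC primary endothelial cells; signal is the percent of cells scored E-selectin positive by PE staining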
Target sequence (P16581 whole entry, looked up): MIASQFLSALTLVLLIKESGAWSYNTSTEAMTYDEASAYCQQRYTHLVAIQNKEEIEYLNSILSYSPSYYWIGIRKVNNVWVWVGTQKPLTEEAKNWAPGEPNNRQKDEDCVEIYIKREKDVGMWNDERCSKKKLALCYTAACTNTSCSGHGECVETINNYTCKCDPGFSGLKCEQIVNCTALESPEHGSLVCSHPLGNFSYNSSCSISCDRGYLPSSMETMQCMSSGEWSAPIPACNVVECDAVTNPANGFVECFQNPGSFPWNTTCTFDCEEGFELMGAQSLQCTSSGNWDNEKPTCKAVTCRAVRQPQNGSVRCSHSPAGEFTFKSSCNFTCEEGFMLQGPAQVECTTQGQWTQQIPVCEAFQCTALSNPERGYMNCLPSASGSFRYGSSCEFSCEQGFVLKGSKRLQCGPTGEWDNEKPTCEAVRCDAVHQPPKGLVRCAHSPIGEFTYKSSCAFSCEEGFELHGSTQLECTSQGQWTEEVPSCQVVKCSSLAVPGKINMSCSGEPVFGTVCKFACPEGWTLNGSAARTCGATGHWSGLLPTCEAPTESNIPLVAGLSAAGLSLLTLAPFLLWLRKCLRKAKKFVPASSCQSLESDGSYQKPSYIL
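Test system – human umbilical vein endothelial cells (HUVEC), E-selectin induction · Input – 3,000 HUVEC seeded per well · Buffer or medium – EGM-2, gelatin · Compound dosing – single-point compound dose · Detection – immunofluorescence imaging · Measure – percent E-selectin-positive cells · Controls – TNF-alpha high, DMSO low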
* marks the source's active call; other numbers are inactive results; ? = inconclusive; / = no result given; & = joins results of further samples. Hits appear at their usual frequency, and some 3.7% of all compounds hit somewhere here.

SMILES	INS-1E GSIS act	RAD52 anneal inh	Xi reactivation	Casp6 inh	CFTR F508del cor	RAD54 branch	DENV2 CPE	E-selectin induc
C=CCc1ccc(OCCOCCOc2cccc3cccnc23)c(OC)c1	-53	-3	0.3	1	/	/	2	/
COc1ccc(NC(=O)N(C)C[C@@H]2OCCCC[C@@H](C)Oc3ccc(NC(=O)Nc4ccccc4)cc3C(=O)N([C@H](C)CO)C[C@@H]2C)cc1	-2	-22	0.0	1	-0.1	8	39*	0.2
CCOc1ccc2nc3sc(C(=O)N4CCOCC4)c(N)c3cc2c1	19	-284	-0.1	2	1.9	5	-5	0.3
Cc1ccc(NC(=O)c2cccc(C(=O)Nc3ccc(C)c(C)c3)n2)cc1C	13	-16	0.3	-3	-2.6	-12	-33	0.1
COc1ccccc1S(=O)(=O)N1CC[C@@H]2[C@H](CO)Nc3ccc(-c4ccc(F)cc4)cc3[C@@H]21	-3	-49	0.0	-2	0.7	-14	-22	-1.0
COc1cc2c(cc1OC)CN(C(=O)C1CCC(=O)N(CCCN3CCOCC3)C1)CC2 (centres undefined)	35	-5	0.0	3	1.5	-11	-2	/
Cc1ccc(NC(=S)NCc2ccc3c(c2)OCO3)cc1	31	/	0.1	/	/	6	/	0.3
C[C@H](CO)N1C[C@H](C)[C@H](CN(C)S(=O)(=O)c2ccc(F)cc2)OCCCC[C@H](C)Oc2ccc(NC(=O)Nc3cccc4ccccc34)cc2C1=O	6	-28	0.2	-1	0.0	4	-4	1.2
COc1ccc(S(=O)(=O)Nc2ccc3c(c2)C(=O)N([C@H](C)CO)C[C@@H](C)[C@@H](CN(C)Cc2ccc(C(=O)Nc4ccccc4N)cc2)O3)cc1	5	-16	-0.1	4	0.3	-4	-2	2.5
COc1ccc(N2CCN(C(=O)Cc3ccc(Cl)cc3)CC2)cc1	-20	-9	0.2	2	-1.6	3	5	/
CCc1nc2c(OCC3COc4ccccc4O3)cccn2c1N(C)C(=O)c1cccc(OC)c1 (centres undefined)	-27	-35	0.0	0	-2.1	-3	17	-0.1
Cc1nn(C)c(C(=O)NNC(=S)NCc2ccccc2)c1Cl	-44	-12	0.0	2	0.0	0	-4	-0.2
CCOC(=O)c1cnc2ccc(C)cc2c1N(C)Cc1ccccc1	15	-12	0.0	2	-0.7	-3	9	0.0
CCOC(=O)c1ccc(NC(=O)c2ccc3c(c2)C(=O)N(Cc2cccnc2)C3=O)cc1	-23	-5	0.0	-2	1.5	7	-6	0.8
CCN(CC)C(=O)CCCc1c[nH]c2ccccc12	-2	-9	0.0	-6	/	/	3	/
CN1c2ccc(C3=CCCCC3)cc2[C@@H]2[C@@H](CCN2C(=O)Cc2ccccn2)[C@H]1CO	-13	/	0.0	/	-1.6	1	-7	0.0
OCC(CO)(CO)N=Cc1cc(Br)ccc1O	11	-9	/	2	-2.4	-4	0	/
O=C(C1CCC(=O)N(C2CCCC2)C1)N1CCC(Oc2cccc(F)c2)CC1 (centres undefined)	-7	-6	0.2	-2	2.7	-6	-8	/
COc1ccccc1S(=O)(=O)N[C@@H]1CC[C@@H](CCNC(=O)C2CCCC2)O[C@@H]1CO	8	1	0.0	-2	-0.8	-7	20*	-0.1
COc1ncccc1C(=O)N1CCCC(C(=O)c2cccc(OC(C)C)c2)C1 (centres undefined)	-4	-19	0.2	-1	0.5	/	-8	/
COCCCn1c(=N)c(C(N)=S)cc2c(=O)n3cccc(C)c3nc21	26	34	0.3	11	-1.2	30	6	/
CCc1cnc(N2[C@@H](C#N)[C@H](c3ccc(C#CC(C)C)cc3)[C@@H]2CO)s1	-9	-62	0.4	-4	-2.6	5	-1	-0.1
CCCNC(=O)Nc1ccc2c(c1)C(=O)N(C)C[C@H](OC)[C@@H](C)CN(C(=O)c1ccccc1F)[C@@H](C)CO2	/	0	0.0	0	-0.7	3	-4	0.0
Oc1oc(-c2ccccc2)nc1/C=N/c1ccccn1	5	-27	0.0	31	/	1	-1	/
CC(C)n1cc(CN2CCCC(CO)(Cc3cccc(Cl)c3)C2)cn1 (centres undefined)	7	-8	0.3	-2	2.1	-10	-7	-0.2
(cont.)
SMILES	INS-1E GSIS act	RAD52 anneal inh	Xi reactivation	Casp6 inh	CFTR F508del cor	RAD54 branch	DENV2 CPE	E-selectin induc
CCCN1[C@@H]2c3ccc(-c4ccc(OC)cc4)c(=O)n3C[C@@H]2[C@@H](CO)[C@@H]1C(=O)OC	6	-35	0.1	4	0.5	7	-5	-0.1
CO[C@@H]1CN(C)C(=O)c2ccc(NC(=O)Cc3ccccc3)cc2OC[C@@H](C)N(C(C)=O)C[C@@H]1C	9	0	0.7	/	1.4	-14	-2	-0.5
Cc1nn(CC(=O)N2CCN(c3ccccc3)CC2)c(C)c1[N+](=O)[O-]	-18	-13	0.0	1	1.2	2	1	/
CCCS(=O)(=O)NC(=O)C1(C)CCN(C(=O)c2ccc(F)c(C)c2)C1 (centres undefined)	-1	-7	0.3	-2	-0.1	-16	-1	0.1
COc1ccc(C(=O)Nc2ccc(NC(=O)c3ccccc3F)cn2)cc1	5	-4	0.0	4	0.8	/	7	-0.1
COc1ccc(S(=O)(=O)N(C)C[C@H]2Oc3cc(Br)ccc3S(=O)(=O)N([C@H](C)CO)C[C@H]2C)cc1	-18&-20	-5&23	-0.4	3&0	-0.9&-0.6	6&5	11&-14	0.2&0.0
C[C@H](CO)N1C[C@H](C)[C@@H](CN(C)C(=O)C2CCOCC2)Oc2ncc(C#CCc3ccccc3)cc2C1=O	-2	-1	0.3	/	-1.6	6	/	-0.1
CC1CCN(C(=O)COC(=O)c2cc3ccccc3oc2=O)CC1	/	-3	-0.1	-2	0.3	-4	54*	-0.2
CN(C)C(CNC(=O)c1cccc(C(F)(F)F)c1)c1ccco1 (centres undefined)	-9	-13	-0.1	1	-0.5	6	?	0.1
COc1ccccc1-n1cc(CN2CCCC(CO)(Cc3cccc(Cl)c3)C2)cn1 (centres undefined)	-52	-9	-0.3	0	5.5	-1	13	-0.3
CCCC(=O)NCCc1nc2cc([N+](=O)[O-])ccc2n1C	5	-1	0.0	-5	/	/	10	1.4
CN1CCN(C(=O)C[C@H]2C=C[C@H](NC(=O)Cc3ccccn3)[C@@H](CO)O2)CC1	10	-5	0.1	-1	-3.2	0	-4	0.0
C[C@H](CO)N1C[C@H](C)[C@H](CN(C)S(C)(=O)=O)Oc2ccc(NS(=O)(=O)c3ccc(F)cc3)cc2CC1=O	17	-10	-0.8	-1	-1.9	-3	-1	0.0
Cc1ccc(S(N)(=O)=O)c(C)c1-n1cnnn1	26	-5	0.0	-1	/	/	-3	/
COc1ccc(OCC(Cn2cnc3ccccc32)OC(C)=O)cc1 (centres undefined)	0	-9	0.3	3	2.6	/	/	-0.1
NC(=O)C1CC(=O)N(c2ccc(OCc3c(Cl)cccc3Cl)cc2)C1 (centres undefined)	-5	-1	-0.1	-3	-0.3	-4	4	/
CCC(=O)N[C@@H]1C=C[C@@H](CC(=O)NCC2CCCCC2)O[C@H]1CO	13	16	0.2	4	-0.3	6	16	-0.6
CCC(=O)N1[C@H](CO)[C@H]2c3ccccc3N(C(=O)c3cccc(OC)c3)C[C@H]21	3	/	0.0	/	2.0	3	/	0.2
COc1ccc2c3c([nH]c2c1)[C@H](CO)N(C(C)=O)CC31CCN(C(=O)Nc2ccccc2F)CC1	-13	11	0.3	-2	0.7	/	13	0.2
COC(=O)[C@H](C)N1C/C=C\COc2c(Cl)cc(Cl)cc2S1(=O)=O	-5	-21	-0.1	0	0.0	3	13	-0.1
O=C(Cc1ccc(NC2=NC3CS(=O)(=O)CC3S2)cc1)NCc1ccc(Cl)cc1 (centres undefined)	-3	6	-0.1	1	-0.8	-7	3	2.8
C=CC[C@]12C=C(OC)C(=O)C(OC)=C1O[C@@H](c1ccc3c(c1)OCO3)[C@H]2C	-9	1	/	-4	2.3	-6	30*	/
CC1CN(S(=O)(=O)c2cccc(C(F)(F)F)c2)C(C)N1C(=O)N1CCOCC1 (centres undefined)	27	-1	0.2	/	0.2	7	1	/
CS(=O)(=O)Nc1ccc2c(c1)[C@H]1C[C@H](CC(=O)NCc3ccccc3F)O[C@H](CO)[C@H]1O2	-7	-10	0.0	-1	-0.9	-2	-5	-0.2
CCC(=O)N1CCN(c2nc(C)nc3sc(C)c(C)c23)CC1	23	-7	/	0	0.8	-16	1	/
Additional compounds:
SMILES	INS-1E GSIS act	RAD52 anneal inh	Xi reactivation	Casp6 inh	CFTR F508del cor	RAD54 branch	DENV2 CPE	E-selectin induc
COc1ccccc1-c1cn(CC[C@H]2CC[C@H](NC(=O)C3CC3)[C@H](CO)O2)nn1	-3	-4	0.1	0	0.2	2	-1	0.3
O=S(=O)(N[C@@H]1CC[C@H](CCn2cc(-c3ccc(F)cc3)nn2)O[C@@H]1CO)c1ccccc1F	-2	-10	0.0	1	0.4	5	-6	-2.9
Cc1cc(C)nc(SCC(=O)Nc2ccnc3ccccc23)n1	-37	-1	-0.1	-3	-1.4	/	0	-2.9
C[C@H]1CN([C@@H](C)CO)C(=O)c2cccc(NC(=O)C3CCCCC3)c2O[C@@H]1CN(C)S(=O)(=O)c1ccccc1	0	17	-0.1	0	1.3	-12	-2	0.1
COC(=O)C1C(=O)c2c(C)noc2CC1(C)C (centres undefined)	13	-10	0.3	/	-2.9	-1	5	-1.0
O=C(N/N=C/c1ccco1)C(O)c1ccccc1 (centres undefined)	22	-28	0.0	-1	0.1	/	2	-0.1
NC(=O)NC(=O)C(OC(=O)CCNS(=O)(=O)c1ccccc1)c1ccccc1 (centres undefined)	16	-10	0.5	2	3.0	/	-6	/
Cc1cc(C)nc(SCc2ccc(Cl)cc2)n1	4	0	0.0	25	0.3	-7	12	-0.1
COc1cccc(NC(=S)Nc2cc(C(=O)O)ccc2N2CC3CC(C2)c2cccc(=O)n2C3)c1 (centres undefined)	8	-16	0.0	5	-3.7	/	0	/
Cc1noc(C)c1NC(=O)Nc1ccc2c(c1)C(=O)N([C@H](C)CO)C[C@H](C)[C@@H](CN(C)C(=O)CCCN(C)C)OCCCC[C@H](C)O2	4	-6	0.1	-21	-3.5	11	0	-0.2
CNC[C@@H]1Oc2ccc(NS(=O)(=O)c3cn(C)cn3)cc2CC(=O)N([C@@H](C)CO)C[C@@H]1C	19	-17	-0.2	-1	-1.4	15	-3	0.0
O=C(c1cccc(Oc2c(Cl)cccc2[N+](=O)[O-])c1)N1CCOCC1	36	-8	0.2	-1	-2.6	-6	1	/
CCS(=O)(=O)Nc1ccc2c(c1)C(=O)N(C)[C@H]1CC[C@H](CC(=O)Nc3ccccc3C)O[C@@H]1CO2	-6	-6	0.2	2	-1.0	/	?	-0.1
CC(=O)NCCC(=O)N1CCCC(CNC(=O)c2ccc(-c3ccccc3)cc2)C1 (centres undefined)	1	0	-0.1	-2	0.7	/	-4	/
